Exocytosis inh = blocks lytic granule exocytosis. TALL-104 LAMP-1 surface exposure, flow cytometry; cells stimulated with thapsigargin and PMA. actives 0.66% (n = 360,000). inhibition, % at 10 µM. AID 651702;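 active = inhibition above about 55%, limit read from the data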
CaV13 ICDI inh = Primary screen for inhibitors of IQ motif and Ca2+-dependent inactivation inhibitor domain binding in CACNA1D, Förster resonance energy transfer in living cells, …; HEK cells, CFP/YFP FRET ICDI-IQ, plate reader, 10 min; percent FRET-ratio fall versus neutral wells; inhibition, % at 12.3 µM; actives 0.098% (n = 340,000);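 active = mean replicate inhibition of at least 30% and at least 1% of replicates passing that level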;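 also: 0% = median of the neutral control wells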
HIF-2a inh = inhibitors of HIF-2a. 786-0 RCC cells HIF-2a reporter, luciferase luminescence, overnight. inhibition, % at 18.8 µM. actives 0.72% (n = 360,000). AID 624352;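 active = inhibition of the luminescence signal of 40% or more relative to plate controls, in a single-dose primary screen at 18.75 µM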
aDG glyco up = increases alpha dystroglycan glycosylation; Pro5-aDG cells, alpha-DG glycosylation AlphaScreen (IIH6); 0% Pro5, 100% B10-LARGE cell signal; activation, % at 10 µM; actives 0.22% (n = 360,000);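 active = activation of at least 8% versus controls, or a plate z-score of at least 8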;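 also: Pro5 are CHO cells carrying HIG-tagged alpha-DG that lacks glycosylation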
The depositor's hits bear a star. Only part of the results is shown; the hit share may differ from the screen's.

nr	Compound	Exocytosis inh	CaV13 ICDI inh	HIF-2a inh	aDG glyco up
1	CCOC1=C2CN(S(=O)(=O)c3ccc(C)cc3)C(c3cccc(Cl)c3)CC2NC(c2ccccc2)C1 (centres undefined)	14.8	-8.0	-15.2	0.6
2	COC(=O)C[C@H]1C=C[C@@H](NC(=O)Cc2cccnc2)[C@@H](CO)O1	-2.0	-14.4	-2.0	-0.2
3	CCC(C(=O)Nc1c(C)cccc1C)n1c(-c2cc(C)cs2)nc2ccccc21 (centres undefined)	0.8	-15.1	6.5	0.1
4	COc1ncccc1C(=O)Nc1c(-c2ccccc2)[nH][nH]c1=O	-0.5	-6.7	5.2	-0.2
5	CCOC(=O)[C@]12CCCC=C1N(CCC1=CCCCC1)C(=O)[C@H](CC(=O)N1CCSCC1)C2	1.2	-14.7	-8.6	-0.2
6	O=C(C[C@@H]1C=C[C@@H](NC(=O)Nc2cccc(F)c2)[C@@H](CO)O1)NCC1CCCCC1	-5.3	-4.3	11.7	0.2
7	O=C(N[C@H]1CC[C@@H](CCNS(=O)(=O)c2ccccc2Cl)O[C@@H]1CO)c1ccccc1	-7.1	-4.1	-5.8	0.2
8	Nc1sc(Cc2ccccc2)cc1C(=O)NC1CCCCC1	13.0	-6.3	-10.1	0.0
9	O=C(NC1CCCCC1)C(c1ccccc1F)n1c(=O)c(-c2cc3ccccc3[nH]2)nc2ccccc21 (centres undefined)	4.1	-14.1	-15.1	1.5
10	O=C(NC1CCCCC1)C(c1ccc(C(F)(F)F)cc1)n1c(=O)c(-c2ccccc2)nc2ccccc21 (centres undefined)	0.9	-9.4	19.5	-0.3
11	COC(=O)C1=CN(c2ccc(N3CCOCC3)cc2)C(N)=C(C#N)C1c1cccc(OC)c1OC (centres undefined)	-3.4	-9.3	-7.9	0.1
12	CCCCCNC(=O)C1C(=O)Nc2ccccc2C(=O)N1c1ccc(OC)cc1 (centres undefined)	-1.8	-2.7	3.4	0.3
13	CC(C)(C)NC(=O)C(c1ccc(C#N)cc1)n1c(=O)c(-c2ccccc2)nc2ccccc21 (centres undefined)	16.2	-10.2	-6.0	-0.2
14	Nc1nc2ccc(Cl)cc2cc1C(=O)NCCc1ccc(O)cc1	-0.2	-13.2	9.5	0.0
15	COCC(=O)N[C@H]1CC[C@@H](CC(=O)NCc2ccccc2OC)O[C@@H]1CO	-8.5	-6.7	0.1	0.5
16	COc1ccccc1N1CCN(C2C(=O)Nc3ccccc3-n3nnnc32)CC1 (centres undefined)	9.5	-6.9	0.2	0.1

Arranged by molecular weight (falling): three of the compounds above
nr	Compound	Exocytosis inh	CaV13 ICDI inh	HIF-2a inh	aDG glyco up
9	O=C(NC1CCCCC1)C(c1ccccc1F)n1c(=O)c(-c2cc3ccccc3[nH]2)nc2ccccc21 (centres undefined)	4.1	-14.1	-15.1	1.5
12	CCCCCNC(=O)C1C(=O)Nc2ccccc2C(=O)N1c1ccc(OC)cc1 (centres undefined)	-1.8	-2.7	3.4	0.3
15	COCC(=O)N[C@H]1CC[C@@H](CC(=O)NCc2ccccc2OC)O[C@@H]1CO	-8.5	-6.7	0.1	0.5

Continuation.
nr	Compound	Exocytosis inh	CaV13 ICDI inh	HIF-2a inh	aDG glyco up
17	COC(=O)C1(C(=O)OC)c2ccccc2CN(S(=O)(=O)c2ccc(C)cc2)C1CC(C)=O (centres undefined)	11.0	-6.3	6.8	-0.2
18	CC(C)NC(=O)C1(C)CSCC(=O)N1CCCn1ccnc1 (centres undefined)	0.5	-6.2	5.3	0.0
19	Cc1nc2ccccc2n1C(C)c1nc2ccccc2n1CC(=O)c1ccc(OC(F)(F)F)cc1 (centres undefined)	-2.7	-4.3	18.4	0.2
20	CCCCNC(=O)C1C(c2ccc(OC)cc2)=Nc2ccccc2N1C(=O)Cc1cc(OC)cc(OC)c1 (centres undefined)	-3.2	-9.5	-35.3	0.1
21	COc1ccc(C(C(=O)NC(C)(C)C)n2c(=O)c(-c3ccccc3)nc3ccccc32)cc1 (centres undefined)	1.1	-9.7	5.6	-0.1
22	CCOC(=O)[C@]12CCCC=C1N(CCc1ccc(OC)c(OC)c1)C(=O)[C@H](CC(=O)NCc1ccccc1)C2	0.6	-10.0	-10.3	1.2
23	CC(C)(C)OC(=O)Nc1ccccc1-n1nnnc1C(C(=O)c1ccc(F)cc1)N1CCN(c2ccccn2)CC1 (centres undefined)	1.6	-16.6	-15.3	0.9
24	COC(=O)C1(C(=O)OC)c2ncccc2N(S(=O)(=O)c2ccc(C)cc2)C1CC(=O)c1ccccc1 (centres undefined)	7.2	-4.2	3.5	0.0

Along the list, from the results shown:
Entries 11–20 in aDG glyco up, in turn: 0.1, 0.3, -0.2, 0.0, 0.5, 0.1, -0.2, 0.0, 0.2, 0.1
Entries 11–20 in HIF-2a inh, in turn: -7.9, 3.4, -6.0, 9.5, 0.1, 0.2, 6.8, 5.3, 18.4, -35.3
Entries 11–20 in Exocytosis inh, in turn: -3.4, -1.8, 16.2, -0.2, -8.5, 9.5, 11.0, 0.5, -2.7, -3.2

The listing continues:
nr	Compound	Exocytosis inh	CaV13 ICDI inh	HIF-2a inh	aDG glyco up
25	N#Cc1ccc(C(C(=O)NCc2ccccc2)n2c(=O)c(-c3cc4ccccc4[nH]3)nc3ccccc32)cc1 (centres undefined)	1.4	-17.0	-31.4	1.4
26	CC(c1nc2ccccc2[nH]1)n1c(=O)c(-c2cccs2)nc2ccccc21 (centres undefined)	12.4	-9.4	5.7	0.0
27	O=C(NCc1ccccc1)C(c1ccncc1)n1c(=O)c(-c2cc3ccccc3[nH]2)nc2ccccc21 (centres undefined)	3.3	-4.4	-152.0	1.8
28	Cc1cccc(C)c1NC(=O)C(CCc1ccccc1)n1c(=O)c(-c2cc3ccccc3[nH]2)nc2ccccc21 (centres undefined)	5.6	-4.2	0.3	2.1
29	COc1ccc(NC(=O)c2cc(-c3sc(NC(=O)c4ccccc4)nc3C)n(-c3ccc(Br)cc3)n2)cc1	-4.4	-16.5	-102.2	-0.2
30	Cc1cccc(C)c1NC(=O)C(c1ccncc1)n1c(=O)c(-c2ccco2)nc2ccccc21 (centres undefined)	-1.6	-8.8	-51.5	-0.1
31	COC(=O)[C@@]12C[C@@H](CC(=O)NCCCN3CCCC3=O)C(=O)N(CCc3ccc(OC)c(OC)c3)C1=CCC(C)(C)C2	10.3	-8.9	4.7	0.3
32	O=[N+]([O-])c1ccc(Br)c(CN2CCN(c3ncc(Cc4ccccc4)cn3)CC2)c1	-8.5	-10.1	-1.9	0.0

Overlap with the part before: two entries, then new ones.
nr	Compound	Exocytosis inh	CaV13 ICDI inh	HIF-2a inh	aDG glyco up
31	COC(=O)[C@@]12C[C@@H](CC(=O)NCCCN3CCCC3=O)C(=O)N(CCc3ccc(OC)c(OC)c3)C1=CCC(C)(C)C2	10.3	-8.9	4.7	0.3
32	O=[N+]([O-])c1ccc(Br)c(CN2CCN(c3ncc(Cc4ccccc4)cn3)CC2)c1	-8.5	-10.1	-1.9	0.0
33	Nc1nc2ncccn2c1-c1ccc(C(F)(F)F)cc1	-1.7	-6.5	3.8	0.0
34	COC(=O)/C=C1\OCc2cc(C)ccc21	13.6	-7.2	-183.3	0.1
35	Nc1nc2ccccc2cc1C(=O)NCc1cccs1	-4.0	-15.9	-22.6	0.3
36	CCCCNC(=O)C[C@@H]1C[C@@]2(C(=O)OC)CCCCC=C2N(Cc2ccc3c(c2)OCO3)C1=O	11.5	-3.4	6.1	0.3
37	Cc1ccc(CN2C(=O)CN(S(C)(=O)=O)CC2(C)C(=O)NC(C)C)cc1 (centres undefined)	-3.5	-6.6	14.0	-0.1
38	COC(=O)[C@]12CCCCC=C1N(Cc1ccc3c(c1)OCO3)C(=O)[C@H](CC(=O)N1CCOCC1)C2	-6.1	-7.2	9.3	-0.2
39	O=C(NC1CCCCC1)C(c1ccnc2ccccc12)n1c(=O)c(-c2ccccc2)nc2ccccc21 (centres undefined)	6.0	-11.7	-0.7	-0.3
40	O=C(NCc1ccccc1)C(c1cccc2ccccc12)n1c(=O)c(-c2ccco2)nc2ccccc21 (centres undefined)	-0.9	-13.6	5.0	0.0
41	CCCCOCCCNC(=O)C[C@@H]1C[C@@]2(C(=O)OC)CC(C)(C)CC=C2N(Cc2ccc3c(c2)OCO3)C1=O	1.6	-7.6	11.5	0.1
42	CC(C)NC(=O)C1(C)CN(S(C)(=O)=O)CC(=O)N1CCc1ccc(O)cc1 (centres undefined)	6.0	-15.6	13.8	0.1
43	CCCCCNC(=O)C(c1ccncc1)n1c(=O)c(-c2ccco2)nc2ccccc21 (centres undefined)	-4.3	-9.1	6.3	1.1
44	CCOC(=O)C[C@@H]1OC[C@H](C)N1S(=O)(=O)c1ccc(C)cc1	-3.2	-4.3	-8.6	0.0
45	Oc1ccc(Cl)c(CN2CCN(c3ncc(Cc4ccccc4)cn3)CC2)c1	1.7	-3.9	-7.8	-0.1
46	CCCNC(=O)Nc1ccc2c(c1)OC[C@H](C)N(C(=O)C1CCCCC1)C[C@@H](C)[C@H](OC)CN(C)C2=O	5.7	-6.4	12.1	0.0
47	CC(C)(C)NC(=O)C(c1ccc(-c2ccccc2)cc1)n1c(=O)c(-c2cc3ccccc3[nH]2)nc2ccccc21 (centres undefined)	-16.3	-39.3	-72.7	1.9
48	COC(=O)[C@@]12C[C@@H](CC(=O)N3CCOCC3)C(=O)N(Cc3ccco3)C1=CCC(C)(C)C2	-4.6	-16.3	2.7	-0.1
49	CC(C)(C)OC(=O)N1CCc2onc(-c3ccccc3[N+](=O)[O-])c2C1=O	11.0	-9.8	-3.0	-0.4
50	Cc1ccc(S(=O)(=O)C[C@@H]2OC3CCCCC3N2S(=O)(=O)c2ccc(C)cc2)cc1 (some centres undefined)	-3.1	-16.4	-6.1	0.0
51	COc1ccc(C2=Nc3ccccc3N(C(=O)c3ccncc3)C2C(=O)NC(C)C)cc1 (centres undefined)	4.9	-5.6	-56.7	0.0
52	O=C(NCc1ccccc1)C1C(c2ccccc2)=Nc2ccccc2N1C(=O)c1cccnc1 (centres undefined)	0.3	-10.7	1.4	-0.2
53	COC(=O)[C@@]12C[C@@H](CC(=O)NCC3CCCCC3)C(=O)N(Cc3ccco3)C1=CCC(C)(C)C2	-1.6	-16.0	-22.3	-0.1
54	CC1(C(=O)Nc2ccc3c(c2)OCCO3)CSCC(=O)N1CCCn1ccnc1 (centres undefined)	5.0	-9.5	3.6	0.0
55	CC1(C(=O)NCc2ccccc2)CSCC(=O)N1CCOc1ccccc1 (centres undefined)	2.1	-5.8	-5.0	0.0
56	Cc1cccc(-c2ccc(O)cc2CN2CCN(c3ncc(Cc4ccccc4)cn3)CC2)c1	-1.1	-7.1	11.6	0.1
57	O=C(C[C@@H]1C=C[C@@H](NC(=O)c2cccnc2)[C@@H](CO)O1)NCc1ccncn1	-1.6	-6.8	3.9	0.2
58	COC(=O)[C@@]12C[C@@H](CC(=O)NCC34CC5CC(CC(C5)C3)C4)C(=O)N(Cc3cccc4ccccc34)C1=CCC(C)(C)C2	4.8	-5.4	3.2	-0.1
59	CN1CCN(C(=O)C[C@@H]2C=C[C@H](NS(=O)(=O)c3cccc(F)c3)[C@@H](CO)O2)CC1	5.2	-4.6	-0.4	-0.2
60	O=S(=O)(NCC[C@@H]1CC[C@H](NS(=O)(=O)c2cccc(F)c2)[C@@H](CO)O1)c1cccc(F)c1	-1.9	-7.7	1.4	0.4
61	COC(=O)C[C@@H]1C=C[C@@H](NC(C)=O)[C@@H](CO)O1	-0.8	-3.8	1.2	0.0
62	COC(=O)/C=C1\OC(C2CC2)c2ccccc21 (centres undefined)	-2.1	-12.6	12.5	0.2
63	COC(=O)[C@]12CCCCC=C1N(CCc1ccc(OC)c(OC)c1)C(=O)[C@H](CC(=O)NCCC(C)C)C2	0.6	-8.8	3.6	-0.1
64	COc1ccc(OC)c(CN2C(=O)CSCC2(C)C(=O)NCc2ccccc2)c1 (centres undefined)	-11.1	-5.5	7.1	0.8
65	CCCCCNC(=O)C(c1ccc(C(F)(F)F)cc1)n1c(=O)c(-c2ccco2)nc2ccccc21 (centres undefined)	4.3	-5.7	6.0	0.3
66	O=C1Nc2ccccc2-n2nnnc2C1N1CCN(C(=O)C2CCCO2)CC1 (centres undefined)	-5.8	-6.3	12.5	0.2
67	CN1C(=O)[C@@](O)(c2cn(C)c3ccccc23)c2cc(Br)ccc21	-5.1	-6.1	9.4	0.0
68	CCOC(=O)[C@]12CCCC=C1N(CCC1=CCCCC1)C(=O)[C@H](CC(=O)NCCCOC)C2	-4.3	-13.8	4.3	0.3
69	COc1ccc(NC(=O)C(c2ccc(OC)cc2)n2c(=O)c(-c3cc4ccccc4[nH]3)nc3ccccc32)cc1 (centres undefined)	-0.3	-25.1	-98.8	1.2
70	COc1ccc(C(=O)NCCNc2nc3cc(C)cc(C)c3cc2C#N)cc1	-4.6	-13.4	-12.4	0.3

Screens (PubChem)
